Screens (PubChem BioAssay)
NR2E3 ag-1 – human photoreceptor-specific nuclear receptor agonism; Q9Y5X4; CHO-S Gal4-NCOR/VP16-NR2E3 two-hybrid, luciferase; inhibition of corepressor binding, % at 3.98 µM; actives 0.35% (n = 360,000); AID 602229;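 active means inhibition above the mean of all tested compounds plus 3 SD, cut at about 70% in these data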;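 further: 0% = DMSO with NR2E3 transfected cells and 100% = cells lacking NR2E3 construct; higher means lower luciferase signal from less NR2E3 corepressor binding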
Target sequence (Q9Y5X4 whole entry, looked up, the tested form may be a part): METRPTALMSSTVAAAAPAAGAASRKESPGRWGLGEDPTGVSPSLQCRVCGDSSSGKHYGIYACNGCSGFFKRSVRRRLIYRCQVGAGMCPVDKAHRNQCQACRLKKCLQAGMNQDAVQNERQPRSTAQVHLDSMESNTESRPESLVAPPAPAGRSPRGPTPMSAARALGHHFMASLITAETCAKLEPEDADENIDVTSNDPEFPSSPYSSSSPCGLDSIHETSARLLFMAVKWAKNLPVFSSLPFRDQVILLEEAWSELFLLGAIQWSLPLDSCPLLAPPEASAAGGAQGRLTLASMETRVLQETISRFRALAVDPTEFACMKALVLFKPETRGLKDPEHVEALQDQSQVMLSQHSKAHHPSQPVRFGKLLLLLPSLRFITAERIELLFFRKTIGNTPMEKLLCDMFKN
KKLEB tox – reduces viability of KKLEB cystic fibrosis airway cells | activity change (cytotoxicity), % at 5 µM | actives 0.36% (n = 360,000) | KKLEB CF airway cells viability, ATPlite luminescence, overnight; stronger effect = lower value; cells stimulated with P. aeruginosa culture filtrate;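 active means corrected activity change at or below -50% at 5 µM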
Shn3 inh set2 – reduces Shn3 3'UTR luciferase signal in osteoblasts; Clone20 osteoblast Shn3 3'UTR firefly luciferase, 24 h; inhibition, % at 12.5 µM; actives 0.52% (n = 360,000);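 active means mean inhibition of at least 75% with every replicate also reaching 75%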;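 further: 0% = median of neutral control wells and 100% = pilot-screen positive control compound; some compounds past the cut are filed as inactive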
aDG glyco up – increases alpha dystroglycan glycosylation. activation, % at 10 µM. Pro5-aDG cells, alpha-DG glycosylation AlphaScreen (IIH6); 0% Pro5, 100% B10-LARGE cell signal. AID 624168. actives 0.22% (n = 360,000);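 active means activation of at least 8% versus controls, or a plate z-score of at least 8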;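 further: Pro5 are CHO cells carrying HIG-tagged alpha-DG that lacks glycosylation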
Peg3 prom inh – reduces Peg3 promoter-driven luciferase expression in HeLa; HeLa PEG-Prom luciferase reporter, luminescence, overnight; inhibition, % at 20 µM; actives 1.7% (n = 360,000); AID 588405;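 active means inhibition of at least 50% at 20 µM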
TRPM1 prom inh – inhibitors of MITF-driven TRPM1 promoter in melanoma cells; SK-MEL-5 TRPM1 promoter luciferase, 24 h; inhibition, % at 12.5 µM; actives 0.83% (n = 330,000); AID 488899;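 active means mean inhibition across replicates of 60% or more, whatever share of single replicates reaches that level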; further: values of inactives mirror those of a sister screen read the other way
NR2E3 ag-2 – agonists of human nuclear receptor NR2E3. inhibition of corepressor binding, % at 4.78 µM. actives 0.12% (n = 320,000). GST-NR2E3/biotin-RetCOR TR-FRET, 1536-well. AID 2300;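 active means percent inhibition above the cutoff of mean plus 3 SD of all tested compounds, set per screening campaign, cut at about 20% in these data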;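 further: 0% = DMSO wells and 100% = biotin wells as full block of FRET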
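Test system: GST-NR2E3 and biotin-RetCOR proteins | Quantity: 1.35 nM GST-tagged NR2E3 final | Medium: Tris pH 7.5 | Also added: 7 nM biotin-RetCOR | Dosing: Compound at 4.8 µM, single dose | Timing: 5 h at 4 °C | Detection: Time-resolved FRET | Read-out basis: Percent inhibition | Benchmarks: Biotin wells as high control, 0.6% DMSO wells as low control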
HIF-2a inh – HIF-2a inhibition; 786-0 RCC cells HIF-2a reporter, luciferase luminescence, overnight; inhibition, % at 18.8 µM; actives 0.72% (n = 360,000);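 active means inhibition of the luminescence signal of 40% or more relative to plate controls, in a single-dose primary screen at 18.75 µM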
TWEAK-Fn14 inh – TWEAK-Fn14 signaling inhibition. TWEAK-stimulated Fn14 reporter cells, luciferase luminescence, 8 h. inhibition, % at 10 µM. actives 2% (n = 360,000); in the data active means inhibition above about 50%
CF NFkB inh – blocks PAF-induced NF-kB reporter in cystic fibrosis cells; KKLEB NF-kB-GFP reporter, GFP fluorescence overnight; inhibition, % at 5 µM; actives 0.86% (n = 360,000);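 active means at least 50% inhibition at 5 µM, scaled per plate between neutral and stimulator controls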;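 further: PAF is a Pseudomonas aeruginosa culture filtrate used as stimulus; plate controls were PAF-stimulated DMSO wells for no effect and unstimulated DMSO wells for full effect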
hiPSC survival – increases survival of single human iPS cells. hiPSC single-cell survival, ATPlite luminescence; 100% = ROCK inhibitor wells, 0% = DMSO. survival enhancement, % at 20 µM. actives 0.044% (n = 360,000); in the data active means survival enhancement above about 18%;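 further: cells exposed to compounds for 16 hours before the ATP read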
The depositor's hits bear a star; . = no result given.

SMILES	NR2E3 ag-1	KKLEB tox	Shn3 inh set2	aDG glyco up	Peg3 prom inh	TRPM1 prom inh	NR2E3 ag-2	HIF-2a inh	TWEAK-Fn14 inh	CF NFkB inh	hiPSC survival
Cc1c(C)c2cc(Cl)c(OCC(=O)NC3CC(C)(C)NC(C)(C)C3)cc2oc1=O	7	-3	-8	0.0	3	-13	2	0	-8	-10	0.2
Cc1c(C(=O)N2CCN(c3ccccn3)CC2)sc2ncnc(N3CCOCC3)c12	-19	-8	27	-0.1	7	17	1	7	10	4	-3.0
CN(CC(=O)N(C)CC(=O)Nc1c(Cl)cccc1Cl)Cc1ccccc1F	-9	-4	-1	-0.4	-7	-2	.	0	-1	2	2.0
Cc1ccc(CS(=O)(=O)c2nc3c(c(N(C)C)n2)CCCC3)cc1	-3	-23	3	0.2	7	-8	1	10	12	1	1.9
COc1ccc(C2c3ccc4ccccc4c3Oc3ncn(CCO)c(=N)c32)cc1 (stereo not given)	-4	-16	30	0.9	103*	78*	-2	8	-18	9	-0.5
COc1ccc(N2CCN(C(C)C(=O)N3CC(C)OC(C)C3)CC2)cc1 (stereo not given)	4	4	5	0.1	0	-8	-1	24	-23	6	0.9
CNC(=O)c1cc2cc(OC)ccc2n1CCN(Cc1ccccc1)Cc1ccccc1	-40	-22	8	0.1	9	-3	-1	-9	11	13	-0.4
COc1ccc(CCN2C(=O)N[C@@H](CCC(=O)O)C2=O)cc1	10	17	12	0.0	2	-8	0	20	5	-14	-0.4
COc1ccc(CNC(=O)CN(Cc2ccc(Cl)cc2)C(=O)c2csnn2)cc1	-1	-3	-6	0.1	19	2	5	7	4	-18	2.1
Cc1cc(C)cc(NC(=O)CN2CCC(NC(=O)Cc3ccccc3)CC2)c1	-9	9	-1	-0.2	12	13	1	-21	3	0	0.4
O=c1c(-c2ccc(O)cc2)coc2cc(OC3OC(CO)C(O)C(O)C3O)ccc12 (stereo not given)	-18	12	-85	-0.1	-163	-12	-2	-78	2	2	-1.1
CCc1ccc(NC(=O)N(CCN2CCOCC2)C2CCN(C(C)=O)CC2)cc1	7	-1	-8	0.9	12	-8	0	-6	15	-9	0.6
CCOc1cccc(-c2nnc(SCC(=O)Nc3ccc(OC)c(OC)c3)n2N)c1	16	-8	-5	-0.2	12	-6	0	8	1	-15	0.4
Cc1cc(/N=C/N(C)C)on1	-12	2	-28	-0.1	-12	-7	2	9	2	5	4.3
C[C@H](NC(=O)c1ccc(C(C)(C)C)cc1)C(=O)N1CCN(C/C=C/c2ccccc2)CC1	10	13	40	-0.1	14	8	.	-8	17	-26	0.3
FC(F)(F)c1cc(Oc2ccccc2)ncc1-c1nnc(-c2ccccc2Cl)o1	-22	-8	7	0.0	-1	-10	3	-11	11	-16	0.4
CN(C)C(/C=C/Nc1ccc(F)cc1F)=C(C#N)C#N	-6	3	-1	0.0	9	-1	3	2	-17	-4	1.5
COCCOC(=O)C1=C(C)N=c2s/c(=C\c3cccs3)c(=O)n2C1c1cccs1 (stereo not given)	-4	14	-12	0.1	39	1	-1	4	10	-2	-0.8
CC(=O)NCCn1ccc2ccccc21	10	0	1	-0.2	15	5	6	5	24	11	-1.8
COc1ccc(-c2nc(-c3ccccc3)c(-c3cc([N+](=O)[O-])ccc3C)[nH]2)cc1O	-6	-6	8	1.9	26	-11	1	10	29	9	4.0
O=C(Nc1ccccc1C(=O)NCc1cccnc1)c1ccc(Cl)cc1Cl	20	11	-4	-0.2	14	-2	-3	4	2	-41	0.5
C=CCNC(=S)Nc1ccc(C)c(S(=O)(=O)N2CCCCC2)c1	2	-6	-8	0.0	11	-3	4	12	15	8	2.5
CC1=C(C(=O)N2CCCCC2)C2(CCC(C)CC2)OC1=O (stereo not given)	-9	-6	-5	0.1	17	.	3	6	-9	18	-1.8
COCC(C)NC(=O)Cc1ccc(F)cc1 (stereo not given)	-2	4	17	-0.3	-5	-6	3	17	-7	2	0.3

Reformatted: three of the compounds above
Structure: O=C(Nc1ccccc1C(=O)NCc1cccnc1)c1ccc(Cl)cc1Cl
  NR2E3 ag-1: 20; KKLEB tox: 11; Shn3 inh set2: -4; aDG glyco up: -0.2; Peg3 prom inh: 14; TRPM1 prom inh: -2; NR2E3 ag-2: -3; HIF-2a inh: 4; TWEAK-Fn14 inh: 2; CF NFkB inh: -41; hiPSC survival: 0.5
Structure: C=CCNC(=S)Nc1ccc(C)c(S(=O)(=O)N2CCCCC2)c1
  NR2E3 ag-1: 2; KKLEB tox: -6; Shn3 inh set2: -8; aDG glyco up: 0.0; Peg3 prom inh: 11; TRPM1 prom inh: -3; NR2E3 ag-2: 4; HIF-2a inh: 12; TWEAK-Fn14 inh: 15; CF NFkB inh: 8; hiPSC survival: 2.5
Structure: CC1=C(C(=O)N2CCCCC2)C2(CCC(C)CC2)OC1=O (stereo not given)
  NR2E3 ag-1: -9; KKLEB tox: -6; Shn3 inh set2: -5; aDG glyco up: 0.1; Peg3 prom inh: 17; TRPM1 prom inh: .; NR2E3 ag-2: 3; HIF-2a inh: 6; TWEAK-Fn14 inh: -9; CF NFkB inh: 18; hiPSC survival: -1.8

Only CF NFkB inh and HIF-2a inh, for some of the entries so far:
structure,CF NFkB inh,HIF-2a inh
C[C@H](NC(=O)c1ccc(C(C)(C)C)cc1)C(=O)N1CCN(C/C=C/c2ccccc2)CC1,-26,-8
FC(F)(F)c1cc(Oc2ccccc2)ncc1-c1nnc(-c2ccccc2Cl)o1,-16,-11

The listing continues.
SMILES	NR2E3 ag-1	KKLEB tox	Shn3 inh set2	aDG glyco up	Peg3 prom inh	TRPM1 prom inh	NR2E3 ag-2	HIF-2a inh	TWEAK-Fn14 inh	CF NFkB inh	hiPSC survival
CN(C)CCCNC(=O)CCc1ncc(C(F)(F)F)cc1Cl	7	6	-8	-0.5	5	-3	2	12	14	10	3.5
O=C(Nc1nnc(-c2ccc(F)cc2)o1)c1ccc(S(=O)(=O)N2CCOCC2)cc1	-2	7	26	0.4	19	12	4	24	11	2	0.1
Cc1ccc(S(=O)(=O)n2c([N+](=O)[O-])cnc2C)cc1C	16	-11	6	0.4	-1	-5	1	7	-11	12	-1.6
CCN(CC(=O)NCc1ccc(F)cc1)C(=O)Cc1c(F)cccc1Cl	-11	-6	-5	-0.1	12	1	2	10	10	13	-0.4
COc1ccc(NC(=O)C(C)N(C)Cc2ccc3ccccc3c2)cc1 (stereo not given)	15	-11	1	0.1	4	-6	7	1	0	-8	-0.2
O=C(CCNC(=O)c1ccc(Br)cc1)NNC(=O)COc1ccccc1F	3	-2	5	0.4	-17	-7	.	1	-2	11	-0.6
CCOc1ccc2nc(NC(=O)COC)sc2c1	-176	2	-37	-0.1	-175	-28	-2	-133	30	8	-0.4
CC(C)c1c(C(=O)N/N=C/c2ccccc2C(=O)O)nnn1-c1nonc1N	2	-2	-3	-0.3	18	3	0	12	7	7	0.1
COc1ccc(/C(C)=N/NC(=O)c2nnn(-c3nonc3N)c2-c2cccs2)cc1	-18	-3	7	-0.2	-4	-9	0	1	-31	-8	1.9
O=C(O)COc1ccc(Br)cc1/C=N\Nc1ccccn1	-9	13	7	-0.1	8	2	4	13	13	-3	-0.2
O=c1cc(CSc2ccc(Cl)cc2)nc(-c2ccccc2)[nH]1	-3	2	0	-0.1	17	-2	-3	10	4	-4	0.0
CC(=O)c1ccc(NS(=O)(=O)c2ccc(N)cc2)cc1	-8	6	-5	-0.1	-29	1	0	-32	-4	2	-1.0
O=C(Nc1nnc(C2CC2)s1)c1cc(S(=O)(=O)N2CCCCC2)ccc1N1CCOCC1	-30	-12	.	0.0	12	-9	2	16	5	5	-0.8
CC1CN(Cc2c(O)ccc3c(=O)c(-c4ccccc4)coc23)CC(C)O1 (stereo not given)	-24	-5	14	-0.2	6	4	1	7	-5	-12	-0.9
CCn1c(SCc2nnc(-c3ccccc3)o2)nnc1-c1ccc(S(=O)(=O)N2CCCC2)cc1	8	4	23	-0.1	23	-6	-4	36	0	4	-0.1
FC(F)(F)c1ccc(Oc2ccc(Cl)cc2Br)nc1	-12	-4	10	0.3	-6	7	2	14	-3	13	-0.7
C=CCNc1sc(C(=O)c2ccc(Br)s2)c(N)c1C#N	-15	1	-5	0.0	-17	-2	-3	-26	2	-6	-0.4
Cc1ccc(C2NC(c3ccc(C)cc3)C(C)C(=NO)C2C)cc1 (stereo not given)	20	-18	25	0.3	26	11	2	10	8	10	2.8
COc1ccc(NC(=O)C2CCCN(S(=O)(=O)c3ccc4c(c3)CC(C)N4C(C)=O)C2)cc1 (stereo not given)	2	-2	9	-0.2	1	-7	-1	16	2	0	0.5
Cc1ccccc1C(=O)Nc1nnc(S(=O)(=O)N2CCCCCC2)s1	-43	-8	-12	0.3	-21	-13	8	-18	-25	10	1.9
O=C(CCC(=O)N1CCOc2ccccc21)NCc1cccnc1	-23	23	0	0.0	-3	.	5	9	-21	-29	-2.1
COc1ccc(N2Cc3ccccc3C2=NC(=O)c2cccc([N+](=O)[O-])c2)cc1	-40	0	-34	-0.3	-68	-12	0	-60	-9	-5	-1.7
O=C(COC(=O)/C=C/c1ccc2c(c1)OCO2)NC1CC1	1	11	-16	-0.4	-5	0	7	-2	-26	-2	2.0
CCN(CC)C(=O)c1cccc(-c2csc(C(O)(c3ccccc3)C(F)(F)F)n2)c1 (stereo not given)	15	-1	10	0.4	26	.	.	16	42	0	3.7
COc1ccc(N(CC(=O)Nc2ccccc2C(=O)O)S(=O)(=O)c2ccc(C)c([N+](=O)[O-])c2)cc1	8	26	1	-0.2	10	9	4	-6	23	-20	2.2
CC(Sc1ccccn1)C(=O)Nc1ccccc1 (stereo not given)	-103	-3	-76	0.0	-188	-26	0	-237	-33	-4	-2.6
CCC1=NN(S(=O)(=O)c2ccc(C)cc2)C(O)(C(F)(F)F)C1 (stereo not given)	-2	6	-14	-0.1	5	13	-1	12	1	-3	1.3
Cc1cc2oc(C(=O)N3CCN(CCc4ccccn4)CC3)c(C)c2cc1C	-4	3	-1	0.0	12	5	-1	-7	-5	-26	-0.1
